NPY-Y2 antag – antagonists of human neuropeptide Y receptor Y2. P49146. NPY-Y2 expressing cells, antagonist mode. inhibition, % at 2.7 µM. hit rate 0.99% among 140,000. AID 793; in the data active = inhibition above about 17%;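 note: 0% = vehicle with agonist challenge and 100% = reference antagonist with challenge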
Target sequence (P49146 whole entry, looked up): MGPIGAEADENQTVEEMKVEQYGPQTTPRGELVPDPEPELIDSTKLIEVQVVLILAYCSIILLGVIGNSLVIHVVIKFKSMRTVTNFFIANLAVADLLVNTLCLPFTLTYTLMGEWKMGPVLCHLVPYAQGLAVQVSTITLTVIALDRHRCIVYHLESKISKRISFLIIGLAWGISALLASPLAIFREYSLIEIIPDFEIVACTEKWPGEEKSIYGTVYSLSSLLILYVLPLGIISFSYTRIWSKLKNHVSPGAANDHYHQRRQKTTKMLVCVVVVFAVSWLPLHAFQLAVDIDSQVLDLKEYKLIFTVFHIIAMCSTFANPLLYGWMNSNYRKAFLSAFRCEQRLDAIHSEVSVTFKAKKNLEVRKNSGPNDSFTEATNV
Measles CPE – protection of cells from measles virus; Measles virus-infected cells, CPE protection, absorbance; hit rate 1.5% among 140,000; AID 841; protection (pct of control), % at 4 µM; in the data active = protection mostly above about 24%, no sharp cut-off; inactive = mostly below about 26%; note: some compounds called inactive have numbers as strong as hits
Phagocytosis inh – inhibitors of macrophage phagocytosis. J774A.1 macrophage IgG-bead phagocytosis, imaging. inhibition, % at 5 µM. hit rate 0.07% among 110,000;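 active = inhibition above the mean of the plate negative controls plus 5 SD, cut at about 13% in these data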;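 note: phagocytic index as fraction of beads internalized from green versus red external bead signal; plate controls were DMSO negative control for no effect and cytochalasin-D positive control for full effect; some results beyond the cut were filed as inactive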
GALR2 antag – antagonists of human galanin receptor 2 (GALR2); O43603; GALR2-expressing cells, antagonist mode; inhibition, % at 4 µM; hit rate 0.39% among 140,000; AID 828; in the data active = inhibition above about 27%;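 note: cells stimulated with galanin 1-16 at roughly its EC80; 0% = agonist challenge control and 100% = basal control without agonist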
Target sequence (O43603 whole entry, looked up): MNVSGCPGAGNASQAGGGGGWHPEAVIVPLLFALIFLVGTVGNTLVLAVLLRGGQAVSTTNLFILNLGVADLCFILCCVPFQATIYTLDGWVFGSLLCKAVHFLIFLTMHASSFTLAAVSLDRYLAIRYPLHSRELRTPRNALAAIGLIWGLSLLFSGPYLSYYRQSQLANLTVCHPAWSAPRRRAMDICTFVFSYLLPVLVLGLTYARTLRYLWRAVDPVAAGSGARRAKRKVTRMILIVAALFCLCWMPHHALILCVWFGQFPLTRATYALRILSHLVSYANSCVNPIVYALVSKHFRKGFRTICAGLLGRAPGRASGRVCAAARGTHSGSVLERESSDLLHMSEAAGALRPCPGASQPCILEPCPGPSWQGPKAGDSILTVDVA
Yeast life ext – yeast lifespan extension. AID 775. hit rate 0.68% among 130,000. S. cerevisiae growth with nicotinamide, OD615; deaD strain in restrictive glucose medium. inhibition of the nicotinamide effect, % at 10 µM;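 active = inhibition above a set limit, placed 3 SD over the median of all compounds, cut at about 26% in these data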;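 note: 0% = nicotinamide-treated wells and 100% = cells grown without nicotinamide; some compounds called inactive have numbers as strong as hits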
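Test system – modified budding yeast, DeaD strain · Compound – single dose 10 µM compound, 0.25% DMSO · Times – culture preincubation 4 h, compound exposure 48 h, both 30 °C · Detection – optical density (absorbance) at 615 nm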
bCat KO growth – beta-catenin-lacking colon tumor cell growth suppression | HCT116 beta-catenin knockout viability, CellTiter-Glo, 60 h; active compounds read low | hit rate 1.5% among 140,000 | AID 818 | viability, % at 10 µM;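 active = viability at or under a set limit, the compound median less 4 SD, cut at about 6% in these data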;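 note: 0% = Hyamine 1622 control at 20 µM and 100% = untreated cell control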
MRP1 act – activates MRP-1; H69AR cells + doxorubicin, viability rescue, CellTiter-Glo; viability increase, % at 10 µM; hit rate 0.61% among 140,000; AID 799;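 active = viability gain under doxorubicin at or above a set limit, the compound median plus 3 SD, cut at about 4.7% in these data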;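 note: MRP-1 overexpressing cells given doxorubicin 25 µM after compound pretreatment; 18-22 h compound pretreatment then 72 h with doxorubicin before readout; 0% = doxorubicin-only wells and 100% = vehicle-treated cells without doxorubicin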
E-sel TNF inh – TNF alpha driven E-selectin expression inhibition | HUVEC TNFa-induced E-selectin immunofluorescence, high content | hit rate 0.71% among 120,000 | inhibition, % at 2 µM;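 active = inhibition above the batch mean plus 3 SD, and confirmed as a hit on visual image review, cut at about 43% in these data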;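 note: 0% = TNF-stimulated DMSO wells and 100% = unstimulated control wells; not every result past the cut was called active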
HCT116 PTEN-null – PTEN-deleted cell growth suppression; hit rate 1.2% among 140,000; HCT116 PTEN-null viability, CellTiter-Glo, 60 h; active compounds read low; viability, % at 10 µM;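 active = viability at or below a set limit, 4 SD under the median of all tested compounds, cut at about 3.7% in these data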;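 note: PTEN knockout HCT116 line with beta catenin targeted HCT116 as companion control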
BB579 growth dn – reduces growth of yeast BB579 in restrictive medium. S. cerevisiae BB579 growth, OD615, 48 h. inhibition, % at 10 µM. AID 804. hit rate 0.51% among 140,000;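 active = inhibition above a set limit, 3 SD over the mean compound inhibition, cut at about 44% in these data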; note: inactives centre near -24
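Assay system – yeast BB579 (DeaD) · Dosing – single compound dose of 10 µM, 0.25% DMSO final · Detection – OD615 turbidity measurement · Buffer or medium – CSMM-D restrictive synthetic medium containing dextrose (glucose) · Benchmarks – positive control amphotericin B 10 µg/mL · Incubation – 48 h exposure, 30 °C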
* hit, by the source's call; nt = no result given; & = joins results of further samples. Rows are unselected (roughly 6.3% active in at least one column).

SMILES	NPY-Y2 antag	Measles CPE	Phagocytosis inh	GALR2 antag	Yeast life ext	bCat KO growth	MRP1 act	E-sel TNF inh	HCT116 PTEN-null	BB579 growth dn
O=C(CSc1nnc(-c2ccccc2Cl)o1)N1CCCCC1	5	6	0	8	-19	76	-1.5	4	78	20
Nc1ccc(C(=O)N/N=C\c2cc(N=Nc3cccc4ccccc34)ccc2O)cc1	-2	6	nt	15	-13	7	-1.6	nt	6	-65
O=C(c1ccc(Cl)cc1)N1CCC(c2nc(-c3cccs3)no2)CC1	5	2	0	7	10	69	-1.1	nt	65	8
CCCc1c(OCCCCc2nn[nH]n2)ccc(C(C)=O)c1O	5	19	nt	-13	-2	82	0.8	nt	89	-31
O=C(O)c1ccc(-n2nnnc2Oc2cccc3cccnc23)cc1	-3	10	0	5	1	101	-0.7	1	103	-57
N#CC1=C(S)N(c2ccc(F)cc2)C(c2cccs2)NC1=O (centres undefined)	4	19	0	-9	-7	89	-3.7	-10	88	-30
Fc1c(F)c(F)c(N=Cc2ccc3ncccc3c2)c(F)c1F	1	11	-1	-2	3	95	0.0	-1	93	-27
CC(=O)c1ccc(Nc2c3c(c(C#N)c4nc5ccccc5n24)CCC3)cc1	0	7	-9	-3	-5	83	-0.6	-11	91	-15
CCC(C)Nc1nc(-c2ccc3c(c2)NC(=O)CO3)cs1 (centres undefined)	1	11	-2	2	-7	91	0.3	-10	98	-29
Cc1noc(N)c1C(=O)Nc1ccc(F)c(Cl)c1	3	28	-1	6	-19	92	-1.3	24	93	-26
O=S(=O)(Nc1cccc2ccccc12)N1CCCC1	1	4	-1	-2	-8	95	-1.4	-35	99	-33
Cc1cc(C(=O)NCc2cc(C(=O)O)oc2C)c(C)o1	2	16	-4	8	0	97	0.3	31	91	9
COC(=O)C1=C(C)N(c2ccc(F)cc2)C(=O)C1	2	0	-1	-26	-9	85	-2.5	32	99	-24
O=C(NC1CCCc2ccccc21)c1cccc(Br)c1 (centres undefined)	9	13	-2	8	6	91	-1.7	-6	89	-22
COc1ccc(CCn2c(N3CCN(C)CC3)nc3c2c(=O)[nH]c(=O)n3C)cc1	0	7	-1	1	-10	98	-3.8	nt	99	-7

Reprinted from the part before: 3 entries; new compounds follow.
SMILES	NPY-Y2 antag	Measles CPE	Phagocytosis inh	GALR2 antag	Yeast life ext	bCat KO growth	MRP1 act	E-sel TNF inh	HCT116 PTEN-null	BB579 growth dn
COC(=O)C1=C(C)N(c2ccc(F)cc2)C(=O)C1	2	0	-1	-26	-9	85	-2.5	32	99	-24
O=C(NC1CCCc2ccccc21)c1cccc(Br)c1 (centres undefined)	9	13	-2	8	6	91	-1.7	-6	89	-22
COc1ccc(CCn2c(N3CCN(C)CC3)nc3c2c(=O)[nH]c(=O)n3C)cc1	0	7	-1	1	-10	98	-3.8	nt	99	-7
CN(C)c1oc(-c2ccco2)nc1C#N	2	8	-3	2	-23	112	-0.3	nt	113	-21
C#CCSc1nnc(-c2ccccc2)c(=O)[nH]1	1	9	-3	6	nt	92	1.6	-22	105	-18
COc1ccc(C(N)=O)cc1NC(=O)CC(O)(C(F)(F)F)C(F)(F)F	3	9	1	-1	-21	82	-1.8	-4	92	-29
COc1ccc(C2=NOC(COC(=O)c3ccc4ccccc4n3)C2)cc1 (centres undefined)	5	22	-3	2	-4	96	-1.2	nt	95	2
COc1ccc(OCC(=O)NCc2cccnc2)cc1	1	26	0	10	-5	94	-0.4	-2	98	-10
COc1ccc(CNC(=O)Cc2csc(Nc3nc(=S)[nH]c4ccccc34)n2)cc1	4	19	nt	2	-30	98	-4.3	nt	84	-20
Cc1ccc(C)c(NC(=S)NCc2cccn2C)c1	1	22	nt	1	-2	85	-3.6	-1	94	-6
C/C(=N\N1CCN(C2c3ccccc3-c3ccccc32)CC1)c1cccnc1	3	13	4	-1	-10	86	-3.4	5	93	-20
O=C(COc1ccc(Cl)cc1)NCc1nnc(SCC(=O)NC2CCCC2)o1	2	12	-3	-18	-13	94	0.9	1	105	-25
CN(C)CCn1c(=S)[nH]c2ccccc2c1=O	8	2	nt	-18	-14	90	-2.9	-1	99	-30
Cc1cccc(C2NC(c3cccc(C)c3)C([N+](=O)[O-])C(C)(C)C2[N+](=O)[O-])c1 (centres undefined)	4	5	3	8	2	82	-1.7	nt	73	-31
O=S(=O)(NCCSc1ccccc1)c1ccc(F)cc1	3	10	3	0	-4	92	-2.6	8	91	0
CC(C)CCNC(=O)CCS(=O)(=O)c1cccc2nonc12	2	8	-3	11	-7	87	-0.3	nt	89	7
O=CNC(=O)c1ccccc1C(=O)O	1	7	-2	-11	-9	108	-0.9	-13	89	-31
COc1cc(C(=O)Oc2ccc3c(c2)OCC3=O)cc(OC)c1OC	2	33	nt	-5	-24	90	-1.7	9	92	11
CCNc1nc2ccccc2[nH]1	1	1	2	-9	-5	99	-0.5	nt	94	4
FC(F)(F)c1cccc(NC(=S)N2CCN(c3ccccc3)CC2)c1	0	2	-9	4	8	96	1.5	2	98	-14
Cc1cc(C(=O)Nc2ccc(S(=O)(=O)Nc3onc(C)c3C)cc2)c(C)o1	5	4	-4	5	-6	85	0.1	21	92	-34
O=C(CSCCO)Nc1ccccc1	1	10	0	-12	-3	91	-0.1	-31	102	-5
Cn1c(=O)c2c(nc(N/N=C/c3cccs3)n2Cc2ccc(Br)cc2)n(C)c1=O	0	9	-3	-14	3	55	-4.9	nt	32	-26
CCOC(=O)c1ccc(NC(=O)c2ccccc2[N+](=O)[O-])cc1	-1	5	1	0	-3	78	-2.5	nt	82	3
COCCNC(=O)C(c1ccco1)N(C(=O)Cn1nnc2ccccc21)c1ccccc1C (centres undefined)	3	23	0	3	14	76	-1.1	-45	96	-2
Cc1cc(C)[n+]2n1C(=O)C(c1ccccc1)=C2[O-]	1	6	0	-4	-6	92	-2.8	-13	87	-6
CCCCNC(=O)Nc1c(C(=O)OC)[nH]c2ccc(C)cc12	0	7	nt	14	-8	23	-2.1	2	57	-29
Cc1ccc(S(=O)(=O)NCCSc2nnc(N)s2)cc1	1	2	4	1	-1	92	-0.3	-5	105	-46
COc1ccc(NC(=S)NNc2ccc([N+](=O)[O-])cc2S(=O)(=O)Nc2ccc(C)cc2C)cc1	-6	33	-8	-1	-3	63	-3.5	nt	50	-36
CCOC(=O)CNC(=O)Cn1cnc2ccc(S(=O)(=O)N3CCC(C)CC3)cc2c1=O	0	13	0	-1	-5	93	-2.2	nt	95	-7
COC(CN(C(=O)CCl)C(C(=O)NC1CCCCC1)c1ccccc1C)OC (centres undefined)	5	20	-14	16	-3	6	-5.4	nt	4	-32
CCOC(=O)Cc1csc(NC(=O)CN2C(=O)c3ccccc3S2(=O)=O)n1	1	2	-4	-6	-3	90	0.4	96*	88	-26
Cc1cccc(NC(=O)CCn2ccnc2C)c1	0	6	-1	-10	-4	89	0.0	28	108	-54

Some of the entries above, reformatted.
structure,NPY-Y2 antag,Measles CPE,Phagocytosis inh,GALR2 antag,Yeast life ext,bCat KO growth,MRP1 act,E-sel TNF inh,HCT116 PTEN-null,BB579 growth dn
COc1ccc(NC(=S)NNc2ccc([N+](=O)[O-])cc2S(=O)(=O)Nc2ccc(C)cc2C)cc1,-6,33,-8,-1,-3,63,-3.5,nt,50,-36
O=C(CSCCO)Nc1ccccc1,1,10,0,-12,-3,91,-0.1,-31,102,-5

(further entries)
SMILES	NPY-Y2 antag	Measles CPE	Phagocytosis inh	GALR2 antag	Yeast life ext	bCat KO growth	MRP1 act	E-sel TNF inh	HCT116 PTEN-null	BB579 growth dn
COc1ccc(CCN(Cc2cc3cc(C)ccc3[nH]c2=O)C(=O)N2CCCC2)cc1OC	1	7	1	5	-9	90	-1.7	-44	89	-48
CCN(CC#CCC1(O)c2ccccc2-c2ccccc21)C(C)C	1	3	-3	1	-2	84	-3.5	7	87	-30
COc1cccc(NC(=O)Cn2nc(Cc3cccnc3)c3ccccc3c2=O)c1	1	10	0	4	-6	93	-4.0	nt	101	-33
Cc1ccc(S(=O)(=O)NCCC(=O)NCc2ccco2)cc1	1	3	-3	0	4	83	-1.6	3	94	-14
CN(C)c1ccc(N=Nc2ccccc2C(=O)OCC(=O)Nc2ccccc2C(F)(F)F)cc1	-5	4	-3	-8	29*	56	-4.9	-5	55	-24
C/C(=N\N1CCN(Cc2ccc(C)cc2)CC1)c1ccco1	3	9	-3	2	8	99	-0.4	8	102	-17
Cc1ccc(NC(=O)Cn2cnc3c(cnn3C(C)(C)C)c2=O)cc1	0	8	nt	-5	-6	99	1.7	nt	99	-18
Cc1ccc(S(=O)(=O)Cc2ccc(C(=O)N3CCN(c4ccc(F)cc4)CC3)o2)cc1	4	6	nt	-1	-9	35	-3.7	nt	26	-12
CCOC(=O)N1CCN(C(=O)Nc2ccc3nc(-c4ccccn4)c(-c4ccccn4)nc3c2)CC1	4	4	-2	7	-15	92	-2.5	-32	89	-10
N/C(Cc1ccc(Cl)cc1Cl)=N\OC(=O)Cc1ccc(Cl)cc1	6	16	-8	5	9	97	-1.3	18	90	-47
O=C(NC1CCCC1)C(c1cccs1)N(C(=O)c1ccco1)c1ccc2c(c1)OCO2 (centres undefined)	6	15	nt	-3	nt	92	-1.8	9	87	-20
CCc1ccc2c(c1)C(c1ccc([N+](=O)[O-])cc1)=NNC(c1ccccc1)=N2	2	14	-3	-3	-2	58	-1.4	nt	52	-24
COC(=O)c1ccc(C)c(NC(=O)Cc2coc3cc(OC)ccc23)c1	0	nt	nt	-8	-8	98	-0.3	-61	106	-74
Cc1c(NC(=O)c2ccccc2N(C)S(=O)(=O)c2ccccc2)c(=O)n(-c2ccccc2)n1C	3	4	nt	-4	-4	96	1.5	8	107	-36
COCCn1c(N2CCN(c3ccc(OC)cc3)CC2)nc2c1c(=O)[nH]c(=O)n2C	-1	2	-1	-7	-17	91	-1.2	-33	103&90	-11

Compound profiles (already shown). Screens in order: NPY-Y2 antag	Measles CPE	Phagocytosis inh	GALR2 antag	Yeast life ext	bCat KO growth	MRP1 act	E-sel TNF inh	HCT116 PTEN-null	BB579 growth dn
Cc1ccc(NC(=O)Cn2cnc3c(cnn3C(C)(C)C)c2=O)cc1 is listed as 0	8	nt	-5	-6	99	1.7	nt	99	-18
Cc1ccc(S(=O)(=O)Cc2ccc(C(=O)N3CCN(c4ccc(F)cc4)CC3)o2)cc1 is listed as 4	6	nt	-1	-9	35	-3.7	nt	26	-12
O=C(NC1CCCC1)C(c1cccs1)N(C(=O)c1ccco1)c1ccc2c(c1)OCO2 (centres undefined) is listed as 6	15	nt	-3	nt	92	-1.8	9	87	-20

Screening data from PubChem.
